# Shn3 3UTR inh – inhibitors of Schnurri-3 3'UTR reporter in osteoblasts; Clone20 osteoblast Shn3 3'UTR firefly luciferase, 24 h; inhibition, % at 12.5 µM; actives 0.52% (n = 360,000); AID 588674;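 active means mean inhibition of at least 75% with every replicate also reaching 75%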;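 further: 0% = median of neutral control wells and 100% = pilot-screen positive control compound; some compounds past the cut are filed as inactive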
# iPSC survival up – enhancers of human iPSC single-cell survival | hiPSC single-cell survival, ATPlite luminescence; 100% = ROCK inhibitor wells, 0% = DMSO | AID 602274 | survival enhancement, % at 20 µM | actives 0.044% (n = 360,000); in the data active means survival enhancement above about 18%;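 further: cells exposed to compounds for 16 hours before the ATP read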
# HIF-2a inh – HIF-2a inhibition. inhibition, % at 18.8 µM. actives 0.72% (n = 360,000). 786-0 RCC cells HIF-2a reporter, luciferase luminescence, overnight;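 active means inhibition of the luminescence signal of 40% or more relative to plate controls, in a single-dose primary screen at 18.75 µM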
# C8 TRAIL sens – caspase-8 TRAIL sensitization; NB7+C8 cells + TRAIL, ATPlite viability luminescence; inhibition (viability loss, TRAIL sensitization), % at 10 µM; actives 1% (n = 360,000);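 active means compounds causing at least 50% loss of cell viability in the single-dose screen, relative to plate controls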
# Peg3 prom inh – reduces Peg3 promoter-driven luciferase expression in HeLa | HeLa PEG-Prom luciferase reporter, luminescence, overnight | inhibition, % at 20 µM | actives 1.7% (n = 360,000);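 active means inhibition of at least 50% at 20 µM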
# MITF TRPM1 inh – reduces MITF-dependent TRPM1 promoter luciferase signal; SK-MEL-5 TRPM1 promoter luciferase, 24 h; inhibition, % at 12.5 µM; actives 0.83% (n = 330,000); AID 488899;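 active means mean inhibition across replicates of 60% or more, whatever share of single replicates reaches that level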; further: values of inactives mirror those of a sister screen read the other way
# KKLEB tox – CF airway cell cytotoxicity counter-screen; KKLEB CF airway cells viability, ATPlite luminescence, overnight; hits give low values; cells stimulated with P. aeruginosa culture filtrate; activity change (cytotoxicity), % at 5 µM; actives 0.36% (n = 360,000); AID 602141;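 active means corrected activity change at or below -50% at 5 µM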
# NR2E3 ag-1 – human photoreceptor-specific nuclear receptor agonism; Q9Y5X4; actives 0.35% (n = 360,000); CHO-S Gal4-NCOR/VP16-NR2E3 two-hybrid, luciferase; AID 602229; inhibition of corepressor binding, % at 3.98 µM;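 active means inhibition above the mean of all tested compounds plus 3 SD, cut at about 70% in these data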;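 further: 0% = DMSO with NR2E3 transfected cells and 100% = cells lacking NR2E3 construct; higher means lower luciferase signal from less NR2E3 corepressor binding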
# Target sequence (Q9Y5X4 whole entry, looked up, the tested form may be a part): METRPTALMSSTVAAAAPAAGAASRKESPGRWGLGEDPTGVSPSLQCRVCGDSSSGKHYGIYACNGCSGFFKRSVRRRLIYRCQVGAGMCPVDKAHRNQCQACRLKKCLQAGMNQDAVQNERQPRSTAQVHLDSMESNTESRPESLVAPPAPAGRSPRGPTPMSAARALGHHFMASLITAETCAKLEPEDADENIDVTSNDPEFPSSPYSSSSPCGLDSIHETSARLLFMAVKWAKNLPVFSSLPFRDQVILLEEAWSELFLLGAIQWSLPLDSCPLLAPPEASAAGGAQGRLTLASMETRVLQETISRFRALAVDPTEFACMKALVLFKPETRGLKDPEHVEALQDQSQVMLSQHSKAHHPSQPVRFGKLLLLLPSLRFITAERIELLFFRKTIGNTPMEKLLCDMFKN
# CF NFkB block – cystic fibrosis NF-kB activation inhibition; KKLEB NF-kB-GFP reporter, PAF-induced, GFP fluorescence overnight; inhibition, % at 5 µM; actives 0.86% (n = 360,000);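 active means at least 50% inhibition at 5 µM, scaled per plate between neutral and stimulator controls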;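 further: PAF is a Pseudomonas aeruginosa culture filtrate used as stimulus; plate controls were PAF-stimulated DMSO wells for no effect and unstimulated DMSO wells for full effect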
# NR2E3 ag-2 – activates human photoreceptor nuclear receptor NR2E3 | AID 2300 | inhibition of corepressor binding, % at 4.78 µM | actives 0.12% (n = 320,000) | GST-NR2E3/biotin-RetCOR TR-FRET, 1536-well | Q9Y5X4;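 active means percent inhibition above the cutoff of mean plus 3 SD of all tested compounds, set per screening campaign, cut at about 20% in these data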;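 further: 0% = DMSO wells and 100% = biotin wells as full block of FRET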
#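 System: GST-tagged NR2E3 plus biotinylated RetCOR corepressor; Buffer or medium: pH 7.5 Tris-based buffer; Probe or stimulus: RetCOR corepressor, biotinylated, 7 nM; Doses: compound at 4.8 µM, single dose; Schedule: 5 h incubation at 4 °C; Technique: time-resolved FRET; Evaluation: percent inhibition of TR-FRET ratio; Replication: one well per compound, singlicate testing.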
# EBV LMP1 NFkB – Epstein-Barr LMP1 NF-kappaB reporter inhibition; LMP1-induced NF-kappaB luciferase reporter cells, luminescence; inhibition, % at 12.5 µM; actives 0.69% (n = 350,000); AID 504558; in the data active means inhibition above about 41%;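 further: 0% = neutral control wells and 100% = reference inhibitor control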
# * = called active by the depositor; . = no result given.
SMILES,Shn3 3UTR inh,iPSC survival up,HIF-2a inh,C8 TRAIL sens,Peg3 prom inh,MITF TRPM1 inh,KKLEB tox,NR2E3 ag-1,CF NFkB block,NR2E3 ag-2,EBV LMP1 NFkB
CC(C)(C)c1ccc(NC(=O)CC2(C(F)(F)F)OCCO2)cc1,-75,-1.4,-232,3,-232,-69,-3,-93,-2,1,-18
CCc1ccc(S(=O)(=O)NCCc2cn3ccc(C)cc3n2)s1,-2,-3.1,23,1,11,1,6,3,18,2,-6
COC(CSc1nc(N)c2c3c(sc2n1)CN(C)CC3)OC,-17,0.0,-125,0,-22,-20,1,-18,-2,1,-7
CCN1CCN(c2nc(-c3cccs3)nc3ccccc23)CC1,9,1.3,7,-18,12,2,-5,-31,1,4,-26
CCn1c(SCc2nc3ccccc3nc2C)nnc1-c1cccs1,-5,-0.1,14,3,14,5,0,0,3,1,-1
CSc1nc(Cl)c(Cc2ccc(OC(C)C)cc2)c(N2CCOCC2)n1,23,-2.2,22,6,17,2,-8,-42,21,2,19
Cc1ccc(Cc2c(-c3ccccc3)nc3cc(C)ccn23)cc1,-70,-0.7,-242,3,-162,.,-4,-118,10,.,-2
COc1ccc(/C=C2\SC(=O)N(CCC(=O)N3CCCCC3CCO)C2=O)cc1 (configuration not stated),20,1.0,-15,14,-28,-12,8,6,-16,-4,4
CNC(=S)Nc1ccc(C23CC4CC(CC(C4)C2)C3)cc1,31,-2.5,-71,-1,-84,-12,0,11,2,-1,-9
CCCC(=O)N1CCC1(C)C(=O)Nc1ccc(C)cc1 (configuration not stated),8,3.2,4,-15,1,.,5,-6,8,.,.
Cc1ccc(C(=O)/C=C/c2ccco2)c(O)c1,-14,-1.7,-83,4,-198,-23,-5,-19,15,0,-4
Cc1ccc(-c2nn(-c3ccc(F)cc3)cc2C(=O)N(C)CC(=O)Nc2ccc(N3CCOCC3)cc2)cc1,9,-0.4,-8,13,7,-7,7,-19,-24,-2,-4
CCCc1[nH]nc2c1C(c1ccc(OC(=O)N3CCOCC3)c(OC)c1)C(C#N)=C(N)O2 (configuration not stated),16,0.4,21,-2,14,-1,3,-3,8,6,-19
CCc1cc2c3c(c1)C(C)CC(C)(C)N3C(=O)C2=O (configuration not stated),-14,0.5,15,1,16,7,0,14,6,8,-7
O=C(NCCCN1CCC(Cc2ccccc2)CC1)C1CC(=O)N(C2CCCC2)C1 (configuration not stated),-6,-1.2,5,-5,3,.,-17,-5,1,1,0
O=C(Nc1ccc(Cl)cc1)c1ccc2c(c1)OCO2,-15,-1.6,-164,36,-208,-69,-6,-127,1,-3,-38
CCOC(=O)C1(CCc2ccccc2)CCN(Cc2cc(OC)c(OC)cc2OC)CC1,37,-0.6,19,11,6,17,-11,6,14,3,6
CC(C)CN(CC(C)C)CC(O)COc1ccccc1Br (configuration not stated),16,-0.3,23,3,0,-7,-13,-31,17,1,-5
CC1(C(=O)N2CCN(c3ccc([N+](=O)[O-])cc3)CC2)CC1(Cl)Cl (configuration not stated),-1,0.3,6,2,17,-7,-4,5,-10,-3,2
Cc1ccc(OCC(=O)NC(=S)Nc2ccc(Br)c(C)n2)cc1,-4,-2.9,-11,-5,13,21,4,15,-1,4,16
O=C(CSc1nnc(CN2CCCC2)n1-c1ccc(F)cc1)c1ccc2c(c1)OCO2,-6,0.0,4,13,16,-5,-16,10,28,.,-9
COc1cccc(CNC(=O)CCC2CCCN(C(=O)C3=CC(=O)CC(C)(C)O3)C2)c1 (configuration not stated),-15,1.2,-12,-3,-17,-9,-4,-17,3,4,2
Cn1c(C2=C(O)CN(Cc3ccccc3)C2=N)nc2ccccc21,24,1.2,-107,10,-56,-20,-5,-5,16,-2,-8
O=C(NCC(=O)N(c1cccnc1)C(C(=O)NC1CCCC1)c1ccccc1F)c1ccco1 (configuration not stated),-16,0.1,2,0,-91,.,3,-25,-4,2,7
Cc1ccc2c(CN3CCCCC3C)cc(=O)oc2c1C (configuration not stated),17,-0.4,-39,-8,-19,-5,-11,-26,5,.,-4

# Other structures.
SMILES,Shn3 3UTR inh,iPSC survival up,HIF-2a inh,C8 TRAIL sens,Peg3 prom inh,MITF TRPM1 inh,KKLEB tox,NR2E3 ag-1,CF NFkB block,NR2E3 ag-2,EBV LMP1 NFkB
O=S(=O)(c1ccc(Cl)c(NC(=S)Nc2ccccc2N2CCOCC2)c1)N1CCOCC1,-1,0.4,11,2,10,-2,-29,-19,15,4,2
CSc1ncccc1C(=O)Nc1ncc(C)s1,-4,-0.3,-25,-2,-20,-10,-3,-10,9,2,7
O=C(N/N=C/c1cccc(O)c1)c1ccc(COc2ccc3c(c2)CCC3)o1,1,-0.9,-150,1,-113,-23,2,-208,-20,-1,-20
N#Cc1cc2c(=O)n3ccccc3nc2n(CCCN2CCOCC2)c1=O,-12,-2.2,-4,-12,-6,-5,2,-29,-18,0,14
CC1=NN=C(c2ccccc2)C(c2c[nH]c3ccccc23)N1O (configuration not stated),-38,-0.2,-53,20,-47,9,7,-18,-4,-1,1
Cc1noc(C)c1S(=O)(=O)Nc1ccc2c(c1)C(=O)N([C@H](C)CO)C[C@H](C)[C@@H](CN(C)C(=O)Nc1ccc3c(c1)OCO3)O2,-4,0.1,4,2,3,-3,-1,-14,-12,.,3
CCN(CC)S(=O)(=O)c1ccc(N2CCOCC2)c(NC(=O)c2cc(Cl)c3c(c2)OCO3)c1,6,-0.2,7,0,1,-6,-3,6,8,.,-2
CCOc1cc(C(=O)Nc2cnccn2)cc(OCC)c1OCC,-17,1.8,11,20,24,3,-7,-17,-20,1,11
COc1ccc(C[C@@H]2CN3C(=NC[C@@H]3C)N2C[C@H](C)NC(=O)c2ccc(C)c(Br)c2)cc1,-23,-2.5,5,11,-11,-30,-26,8,-13,1,-21
COC(=O)C1CCN(C(=O)CN2C(=O)NC(CCc3ccccc3)C2=O)CC1 (configuration not stated),-3,1.0,34,-13,13,-3,16,-20,-12,0,0
Cc1ccc(NC(=O)NC(=O)N(c2ccccc2)S(C)(=O)=O)cc1,-81,-1.7,-216,-6,-169,-43,-24,-52,20,-2,-25
CC(=O)c1cn(C2OC(CO)C3OC(C)(C)OC32)c(=O)n(C)c1=O (configuration not stated),4,0.1,-7,2,-14,.,2,-15,-8,0,.
Cc1cc(C(=O)NNC(=O)c2ccc(C)c([N+](=O)[O-])c2)c(C)o1,11,-0.2,7,-5,6,-2,-3,-19,6,.,4
COC(=O)CC1=C(C(=O)OC)C(c2cc(OC)c(OC)cc2OC)C(C#N)=C(N)O1 (configuration not stated),4,-1.2,17,5,9,-4,-2,-17,-12,2,-5
CCOC(=O)c1c(C)n(C)c2ccc(OCC(O)Cn3nc(C)cc3C)cc12 (configuration not stated),15,3.9,17,-3,9,-7,4,26,-1,0,5
C/C(=N/NS(=O)(=O)c1ccc(C)cc1)c1cccc(NC(=O)c2cccc(Cl)c2)c1,-6,-3.1,-19,8,-7,-6,2,10,0,2,-8
COc1ccccc1OCC(=O)Nn1c(=S)[nH]c2ncccc2c1=O,-16,-1.1,11,6,5,0,15,-3,3,-2,5
CCOc1ccc(CN(C)C(=O)c2cc(S(=O)(=O)N3CCCC3)ccc2C)cc1,28,-0.5,6,-25,3,0,12,16,21,2,-4
Cc1ccc(S(=O)(=O)N/N=C\c2cn(CC(N)=O)c3ccccc23)cc1,-8,0.3,11,-8,4,3,-6,-1,0,-1,6
Cc1cc(C)n(-c2ccc(C(=O)NCC(c3ccco3)N3CCCC3)cc2)n1 (configuration not stated),-17,-0.1,-3,2,-3,-3,-5,26,1,5,10
O=C(COC(=O)C12CC3CC(CC(O)(C3)C1)C2)N1CCN(S(=O)(=O)c2ccc(Cl)cc2)CC1,-4,-0.3,16,-3,3,3,-1,-2,-5,-3,13
COc1ccc(CN2CCN(c3ccccc3OC)CC2)cc1OC,8,-0.3,18,-6,20,4,-8,-15,10,0,10
CCn1c(COc2cccc(C)c2)nnc1SCC(=O)NC1CCCC1,1,-0.4,9,-4,8,-3,2,-18,11,3,7
O=C1NC(=O)C2(COC3(CCCC3)OC2)S1,-11,9.2,19,-2,6,2,4,-8,7,0,0
COc1cc(OC)cc(C(=O)N/N=C/c2ccc(OC)c(COc3ccc4ccccc4c3)c2)c1,17,-0.9,-1,-14,1,21,-2,-76,-18,-1,10

# 4 compounds drawn at random from the list so far, as already listed:
SMILES,Shn3 3UTR inh,iPSC survival up,HIF-2a inh,C8 TRAIL sens,Peg3 prom inh,MITF TRPM1 inh,KKLEB tox,NR2E3 ag-1,CF NFkB block,NR2E3 ag-2,EBV LMP1 NFkB
O=C(NCCCN1CCC(Cc2ccccc2)CC1)C1CC(=O)N(C2CCCC2)C1 (configuration not stated),-6,-1.2,5,-5,3,.,-17,-5,1,1,0
COc1cc(OC)cc(C(=O)N/N=C/c2ccc(OC)c(COc3ccc4ccccc4c3)c2)c1,17,-0.9,-1,-14,1,21,-2,-76,-18,-1,10
CCN1CCN(c2nc(-c3cccs3)nc3ccccc23)CC1,9,1.3,7,-18,12,2,-5,-31,1,4,-26
COc1cccc(CNC(=O)CCC2CCCN(C(=O)C3=CC(=O)CC(C)(C)O3)C2)c1 (configuration not stated),-15,1.2,-12,-3,-17,-9,-4,-17,3,4,2

# (cont.)
SMILES,Shn3 3UTR inh,iPSC survival up,HIF-2a inh,C8 TRAIL sens,Peg3 prom inh,MITF TRPM1 inh,KKLEB tox,NR2E3 ag-1,CF NFkB block,NR2E3 ag-2,EBV LMP1 NFkB
COc1ccc(Nc2nc(-c3cccc([N+](=O)[O-])c3)nc3ccccc23)c(OC)c1,3,1.5,19,4,11,-3,-24,17,10,-1,5
O=C(NCc1nc2ccccc2[nH]1)C1=C[C@@H](c2ccc(C(F)(F)F)cc2)C[C@@H](OCc2ccc(CO)cc2)O1,4,2.0,23,15,29,10,-18,7,-4,1,-10
CCCC(=O)Nc1ccc(N2CCCCC2)cc1,-21,3.8,-120,8,-131,-54,-13,-51,12,1,-5
O=C(CSc1n[nH]c(=O)[nH]c1=O)N/N=C/c1ccccc1,-3,4.1,22,-3,7,9,4,-34,-1,0,5
OC[C@@H]1CN(Cc2ccncc2)C[C@H](n2cnc3c(N4CCOCC4)ncnc32)O1,-24,-1.3,10,-4,2,.,-11,-14,-14,.,.
CCn1c(SCC(=O)c2ccc(Cl)s2)nnc1-c1cccs1,-27,3.0,-96,-11,-71,-41,-4,-38,3,3,-21
COc1cc(C(=O)N2CCc3ccccc32)cc(OC)c1OC,2,2.2,25,12,19,5,-12,-5,6,-2,-15
OCC[C@@H]1C[C@H](O)[C@@H](O)[C@]2(CCc3ccccc3O2)O1,24,5.1,11,-7,-8,5,-12,-31,6,1,1
COc1ccc(CN(C(=O)c2ccccc2OC)C2CCS(=O)(=O)C2)cc1 (configuration not stated),12,1.3,17,-32,8,-13,6,-21,2,0,-10
O=C(Nc1cccn(Cc2c(Cl)cccc2Cl)c1=O)c1c(Cl)cccc1Cl,48,-1.6,31,10,9,8,-12,18,30,-3,8

# Not all compounds are listed, so the mix of outcomes need not match the whole.
